Source: PubChem
ELG1 DNA repair = qHTS screen for small molecules that inhibit ELG1-dependent DNA repair in human embryonic kidney (HEK293T) cells expressing luciferase-tagged ELG1; HEK293T ELG1-luciferase reporter, luminescence, 16 h; DNA damage induced by 5-fluorouridine; Potency, µM (top dose mostly 46.1 µM), for the others: top-dose activity change, negative = inhibition, most hits filed as inhibitors; 330,000 tested, 2.3% active; AID 504467, 2011; note: potency is the fitted concentration of half-maximal effect; % is set by controls: 0 for no effect and ±100 for the full control effect; nearly all actives have a fitted effect of over 55% in size
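Step one: seed 2,000 cells per well. Step two: pin-transfer compound or DMSO alongside 5-fluorouridine. Step three: incubate 16 hr, 37 °C, 5% CO2. Step four: add ONE-Glo, wait 30 min, read luminescence.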
BRCA1 expr up = qHTS Assay to Identify Small Molecule Activators of BRCA1 Expression. AID 624202, 2012. 380,000 tested, 1.1% active. MCF7-BRCA1-FFLuc reporter, luminescence, 48 h; response scale: scaled: vehicle 0%, 10 µM genistein 100%. Potency, µM (doses to about 46.1 µM), inactives show top-dose activation, actives largely listed as activators; note: potency is the fitted concentration of half-maximal effect; nearly all actives have a fitted effect of over 80% in size; some results filed as inactive show a strong effect at the top dose
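MCF7-BRCA1-FFLuc cells, 2000/well in phenol-red-free MEM, attached 2 h then treated 48 h at 37 C. Luciferase luminescence read 15 min after reagent; normalized to genistein maximum activation (10microM) and DMSO, concentration-response fitted.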
VP16 counter = VP16 counterscreen qHTS for inhibitors of ROR gamma transcriptional activity; Drosophila S2 Gal4-VP16 UAS-luciferase, luminescence, 20 h; Potency, µM (titrated, usually from 53.6 µM), for inactives: at the highest dose activity, negative = inhibition, hits mostly inhibitors; 310,000 tested, 3.5% active;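 note: Gal4-VP16 expression switched on by copper sulfate through the metallothionein promoter; potency is the fitted concentration of half-maximal effect; % is set by controls: 0 for no effect and ±100 for the full control effect; nearly all actives have a fitted effect of over 50% in size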
RORgamma inh = qHTS for inhibitors of ROR gamma transcriptional activity; Nuclear receptor ROR-gamma (Mus musculus), P51450; Drosophila S2 Gal4-RORgamma UAS-luciferase reporter, 20 h; Potency, µM (titrated, usually from 53.6 µM), inactives show at the highest dose activity change, negative = inhibition, most hits filed as inhibitors; 310,000 tested, 5.4% active; AID 2551, 2010; note: potency is the fitted concentration of half-maximal effect; % is set by controls: 0 for no effect and ±100 for the full control effect; nearly all actives have a fitted effect of over 60% in size
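Stably transfected Drosophila Schneider cells are the test system, with ROR gamma fused to Gal4 and luciferase under UAS control; luminescence is read after 20 hr of 700 uM copper sulfate induction at ambient temperature.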
FLuc modulator = qHTS profiling assay for firefly luciferase inhibitor/activator using purifed enzyme and Km concentrations of substrates (counterscreen for miR-21 project). Potency, µM (series often up to 57.5 µM), for inactives: at the top dose activity change, negative = inhibition, most hits filed as inhibitors. AID 588342, 2011. purified FLuc, Km substrates, luminescence inhibition. Luciferin 4-monooxygenase (Photinus pyralis), P08659. 360,000 tested, 6.9% active;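 note: potency is the fitted concentration of half-maximal effect; plate controls were vehicle for no effect and reference inhibitor for full effect; nearly all actives have a fitted effect of over 55% in size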
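Purified P. pyralis luciferase (10nM final) with 10uM D-luciferin and 10uM ATP (Km levels) in 50mM Tris acetate pH 7.5, 10mM Mg acetate, 0.01% Tween-20, 0.05% BSA; qHTS 6-point titration, ~60 µM downward; luminescence read.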
NPC1 promoter act = qHTS Assay for NPC1 Promoter Activators. Potency, µM (doses to about 9.22 µM), for inactives: top-dose activation, usual class: activators. Huh7 NPC1 promoter luciferase reporter, 24 h. AID 485313, 2010. 320,000 tested, 2.4% active;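 note: potency is the fitted concentration of half-maximal effect; % of control where 0% means no effect; nearly all actives have a fitted effect of over 60% in size; reporter is driven by a mutant NPC1 promoter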
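Readout is luciferase luminescence, reflecting NPC1 promoter activation in stably transfected Huh7 cells after 24 h compound exposure at 37 °C in reduced-serum medium with 10% FBS.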
TRPV1 ag = HTS Assay for Compounds that Act as Agonists of the Vanilloid Receptor 1; Transient receptor potential cation channel subfamily V member 1 (Homo sapiens), Q8NER1; TRPV1-expressing cells, Fluo-8 calcium influx, agonist mode; activation, % at 8.33 µM; 320,000 tested, 0.19% active; in the data active = activation above about 80%; inconclusive = between about 30% and that limit; note: 0% is about no effect
Target sequence (Q8NER1 whole entry, looked up): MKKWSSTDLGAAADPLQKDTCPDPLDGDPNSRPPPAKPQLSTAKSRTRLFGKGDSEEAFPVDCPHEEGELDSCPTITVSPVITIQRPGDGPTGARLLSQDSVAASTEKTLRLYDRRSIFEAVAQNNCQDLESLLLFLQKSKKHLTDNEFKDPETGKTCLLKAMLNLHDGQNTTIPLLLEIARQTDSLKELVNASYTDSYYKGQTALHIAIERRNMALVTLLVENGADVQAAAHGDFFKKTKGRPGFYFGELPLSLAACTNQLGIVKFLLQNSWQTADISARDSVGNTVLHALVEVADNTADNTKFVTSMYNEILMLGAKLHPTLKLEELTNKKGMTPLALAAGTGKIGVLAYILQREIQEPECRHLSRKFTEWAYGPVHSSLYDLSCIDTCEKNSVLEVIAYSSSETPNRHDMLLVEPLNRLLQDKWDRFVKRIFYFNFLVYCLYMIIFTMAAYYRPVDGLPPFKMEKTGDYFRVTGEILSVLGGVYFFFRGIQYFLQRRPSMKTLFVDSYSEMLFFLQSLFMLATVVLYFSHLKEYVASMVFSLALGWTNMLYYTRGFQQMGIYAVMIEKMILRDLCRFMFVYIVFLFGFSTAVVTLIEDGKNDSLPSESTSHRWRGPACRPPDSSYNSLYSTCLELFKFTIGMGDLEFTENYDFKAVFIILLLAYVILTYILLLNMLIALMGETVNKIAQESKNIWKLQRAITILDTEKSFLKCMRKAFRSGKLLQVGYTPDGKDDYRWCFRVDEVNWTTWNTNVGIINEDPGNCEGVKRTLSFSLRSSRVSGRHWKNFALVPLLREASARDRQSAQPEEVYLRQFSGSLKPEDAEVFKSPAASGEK
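Fluo-8 calcium influx in TRPV1-expressing cells, kinetic read (ex 480/em 520 nm). Compound added and read 3 min for agonist activity, followed by capsaicin at EC20 final and 2 min further read for enhancement.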
Tb PFK inh = qHTS Assay to Find Inhibitors of T. brucei phosphofructokinase; ATP-dependent 6-phosphofructokinase (Trypanosoma brucei brucei), O15648; T. brucei PFK, ADP-Glo luminescence; Potency, µM (highest dose often 57.5 µM), for inactives: at the highest dose activity, negative = inhibition, usual class: inhibitors; 330,000 tested, 0.17% active;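 note: potency is the fitted concentration of half-maximal effect; 0% = uninhibited 1x PFK enzyme wells and -100% = no-enzyme wells; nearly all actives have a fitted effect of over 60% in size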
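Compounds were pin-transferred as a titration series up to 57 uM into substrate buffer (0.5 mM F6P, 0.1 mM ATP, pH 8.0), then 1.25 nM PFK was added and reactions ran 45 min before ADP-Glo detection.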
ELG1 genotox = qHTS screen for small molecules that induce genotoxicity in human embryonic kidney (HEK293T) cells expressing luciferase-tagged ELG1; 330,000 tested, 1.3% active; HEK293T ELG1-luciferase reporter, luminescence, 16 h; Potency, µM (series often up to 46 µM), for inactives: at the top dose activity change, positive = activation, usual class: activators; note: potency is the fitted concentration of half-maximal effect; % of control where 0% means no effect; nearly all actives have a fitted effect of over 60% in size
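Genotoxic stress is detected as increased luminescence from luciferase-tagged ELG1 in HEK293T cells, measured with ONE-Glo after a 16 hr treatment at 37 °C.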
Rab9 promoter act = qHTS Assay for Rab9 Promoter Activators; Huh7 Rab9 promoter-luciferase reporter, luminescence, 24 h; 320,000 tested, 2.8% active; AID 485297, 2010; Potency, µM (highest dose often 9.22 µM), for inactives: at the highest dose activation, negative = inhibition, actives largely listed as activators; note: potency is the fitted concentration of half-maximal effect; % of control where 0% means no effect; nearly all actives have a fitted effect of over 60% in size
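Quantitative HTS format; Huh7 Rab9-luciferase reporter cells (1500/well) receive compound 2 h post-plating, incubate 24 h at 37 °C, then get luciferase reagent for 10 min before luminescence reading.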
p53 reactivation = qHTS assay for re-activators of p53 using a Luc reporter; H1299 p53-A138V BP100-luciferase reporter, luminescence, 24 h; Potency, µM (doses to about 92.2 µM), for the others: top-dose activity change, positive = activation, most hits filed as activators; 320,000 tested, 0.063% active; note: potency is the fitted concentration of half-maximal effect; % of control where 0% means no effect; nearly all actives have a fitted effect of over 45% in size
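H1299 (p53-null), stable ts p53-A138V + BP100-Luc; 1000 cells/well, Opti-MEM/10% FBS; cpd 4 pt, 1:5; 24 h, 37 deg C, 5% CO2; detection reagent 10 min RT; luminescence.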
* hit, by the source's call; ? = inconclusive; / = no result given; [ ] = another dose, or the depositor's remark. Unless noted, calls come from the whole dose curve; as a rule, active = well fitted curve in the direction sought with a large enough effect; inconclusive = small, poorly fitted or top-dose-only effect, or another doubt; inactive = no such curve, though single readings can be large; an effect the other way counts as inactive or inconclusive.

SMILES | ELG1 DNA repair | BRCA1 expr up | VP16 counter | RORgamma inh | FLuc modulator | NPC1 promoter act | TRPV1 ag | Tb PFK inh | ELG1 genotox | Rab9 promoter act | p53 reactivation
Cc1cc(C(=O)COc2cccnc2[N+](=O)[O-])c(C)n1-c1ccccc1 | ? | -41% | ? | ? | 2.7µM* | 3% | 8 | -4% | 7% | -3% | 3%
COCCCNC(=O)C(=O)NCCCOC(C)C | 17% | -5% | ? | 7% | 2% | -3% | 2 | 1% | 0% | 12% | -2%
CN(C)c1oc(-c2ccco2)nc1S(=O)(=O)c1ccc(Br)cc1 | 0% | -3% | / | / | 2% | -2% | 1 | 4% | -1% | 1% | -14%
O=C(NCc1ccc(OC(F)(F)F)cc1)C1CC(c2c(Cl)cccc2Cl)=NO1 (stereo not given) | -10% | -38% | -6% | 22% | 0% | -1% | -4 | -8% | -5% | -1% | -8%
COc1ccc(CCNC(=O)CSc2nnc(CNC(=O)c3ccco3)o2)cc1OC | 3% | 36% | 15% | -2% | 0% | -1% | 0 | -2% | -2% | 0% | -1%
COc1cccc(CN(C)C(=O)c2cc(COc3c(F)cccc3F)on2)c1 | 16% | 46% | -18% | 17% | -18% | 0% | 26 | -4% | 5% | -1% | 4%
COc1ccccc1N(CC(O)COc1ccccc1)S(=O)(=O)c1ccccc1 (stereo not given) | -17% | -33% | 7% | 27% | -2% | -1% | 5 | 0% | -2% | 0% | 0%
C1CCC(CNc2c3c(nc4nnnn24)CCCC3)CC1 | -2% | 3% | 8% | 8% | 2% | -3% | 3 | -4% | 1% | 0% | 5%
COc1cc(-c2c(C#N)c(N)nc3c2CCCC3)cc(OC)c1OC | -16% | -40% | 0% | 5% | 2% | -3% | 1 | 5% | 9% | -2% | -9%
O=C(CCN=C1NS(=O)(=O)c2ccccc21)OCC(=O)c1ccc(F)c(F)c1 | -17% | 8% | / | / | -1% | -1% | -4 | -1% | 3% | -2% | 5%
O=C(Nc1ccccc1Br)c1cc(=O)c2ccccc2o1 | ? | ? | ? | 0% | 12µM* | 2.5µM* | 13 | 0% | 7.3µM* | 4µM* | ?
Cc1ccccc1NC(=O)CSc1nnc(-c2ccco2)c(-c2ccco2)n1 | -14% | -5% | -2% | 18% | ? | 8% | 2 | ? | -2% | -1% | -10%
O=C(c1ccccc1)c1ccccc1C(=O)N1CCOCC1 | 14% | 3% | 0% | -4% | -1% | 1% | -1 | 1% | 0% | -2% | 1%
CCCCn1c(N)c(N(CCOC)C(=O)COC(=O)c2cc(CC)c(C)s2)c(=O)[nH]c1=O | 0% | 0% | / | / | 2% | 0% | 0 | 8% | -3% | -3% | -1%
CCN1C2=C(C(=O)CCC2)C(c2ccc(O)c(Br)c2)C2=C1CCCC2=O | -13% | 1% | 1% | 25% | 0% | 2% | -2 | -4% | 4% | 0% | -4%
COc1ccc(-n2ncc(S(=O)(=O)c3ccccc3)c2-c2ccc(Cl)cc2)cc1 | ? | -66% | 7% | -21% | 1% | -7% | / | 5% | -8% | -7% | 1%
Cc1cc(C)cc(NS(=O)(=O)c2ccc3[nH]cc(C(=O)NCc4ccco4)c(=O)c3c2)c1 | 10µM* | -71% | -2% | 0% | 4% | 2% | -2 | 0% | -34%[inhibitor] | -5% | -10%
Cn1ccc(C(=O)N/N=C/c2ccncc2)n1 | 14% | -3% | / | / | -3% | -5% | 1 | -7% | 3% | -3% | /
O=C(O)COCC(=O)N1CCCN(c2nccc(C(F)(F)F)n2)CC1 | 0% | 14% | 5% | 1% | -1% | 0% | -4 | 2% | 1% | -1% | -4%
O=c1[nH]c(SCc2ccccc2)nc2c1cnn2-c1ccc(F)cc1 | 10% | 5% | -23% | -21% | 1% | -6% | -1 | 2% | 5% | 1% | 0%
COc1cc(OC)cc(-c2sc3ccc(OC)cc3c2C#CCCO)c1 | ? | -49% | / | / | -5% | 6% | 6 | -2% | -1% | -3% | -11%
COc1nc(Oc2ccc(C(=O)OCC(N)=O)cc2)nc(N(C)C)n1 | -3% | 1% | 6% | 10% | -6% | 1% | -1 | 1% | -2% | 2% | -4%
O=C(N/N=C/c1c(F)cccc1Cl)c1ccc(Cn2cc(Br)cn2)o1 | -17% | -25% | 3% | 16% | ? | -1% | 3 | -7% | 1% | -2% | 3%
CCOC(=O)c1c(NC(=O)C2COc3ccccc3O2)sc(C(C)=O)c1C (stereo not given) | -16% | -51% | 1% | 16% | 6% | -9% | 1 | 2% | / | -18% | ?
O=C(Cn1cc([N+](=O)[O-])cn1)NCCc1c[nH]c2ccccc12 | 0% | -12% | -5% | 23% | -6% | -1% | -1 | -14% | 1% | 13% | 1%
CCOC(=O)c1c(NC(=O)C2C3CCC(O3)C2C(=O)O)sc(C)c1-c1ccc(F)cc1 (stereo not given) | 14% | -3% | -7% | ? | -4% | -3% | 3 | -1% | -1% | -5% | -2%
Cc1oc(-c2ccc(Cl)cc2)nc1CN1CCC(C(=O)NCc2cccnc2)CC1 | -29% | -38% | -16% | 30% | -4% | 4% | 8 | 0% | -7% | 4% | -13%
O=C(c1cc(COc2ccc3ncccc3c2)on1)N1CCCC(O)C1 (stereo not given) | ? | 50% | ? | -35% | -18% | -11% | -2 | 3% | -10% | 0% | 1%
CCC(Sc1nc2ccccc2o1)C(=O)Nc1nnc(C)s1 (stereo not given) | -5% | 25% | ? | 13µM* | ? | 2% | -3 | 0% | -1% | -5% | -9%
CCOC(=O)C(C)Sc1nc(-c2ccc(OC)cc2)nc2c1c(=O)n(C)c(=O)n2C (stereo not given) | ? | / | -5% | 17% | -3% | -1% | 3 | 4% | 16% | -7% | 0%
CC(/C=C/c1ccccc1)=N/NC(=O)CNC(=O)c1ccccc1F | 11% | -21% | 14% | -38% | 7% | -3% | 3 | -2% | ? | 1% | 1%
CCOc1cc2c(cc1OCC)CN(CC(=O)Nc1ccccc1C(=O)NC1CC1)CC2 | -27% | -3% | / | / | 3% | -2% | 1 | -3% | -2% | -3% | -4%
N#CNC(=Nc1cccc(F)c1)SCc1cccc(F)c1 | -7% | -55% | -5% | 39% | 3% | -1% | 27 | -11% | 1% | 2% | 9%
CC1=C(C(=O)Nc2ccccc2)C(c2ccco2)C(C#N)=C(SCC(N)=O)N1 (stereo not given) | 6% | 0% | 2% | -16% | 6% | -3% | 3 | 2% | -1% | 1% | 2%
CC(=O)N1CCN(S(=O)(=O)c2cccc(C(=O)OCC(=O)N(CCC#N)c3ccc(F)cc3)c2)CC1 | -9% | 8% | / | / | 0% | -2% | 0 | -4% | -2% | -5% | -3%
COC(=O)c1cc(S(=O)(=O)N2CCN(c3ccc(OC)cc3)CC2)cn1C | 15% | -35% | 4% | 25% | 1% | -3% | 7 | 1% | -2% | -5% | 1%
CCOc1ccccc1NC(=O)CSc1nnc(-c2ccco2)n1Cc1ccco1 | -23% | -2% | 19% | ? | 4% | 3% | 2 | -3% | -3% | -8% | -4%
CCOC(=O)C1(CCCc2ccccc2)CCN(C(=O)C(C)n2cncn2)CC1 (stereo not given) | ? | 2% | -1% | 0% | 0% | 0% | ? | -2% | -6% | -5% | -2%
O=C(O)CC/C(=N/Nc1ccc([N+](=O)[O-])cc1)C(=O)O | 17% | 4% | 2% | 1% | -4% | 2% | -2 | 3% | 4% | -3% | 1%
O=C(CSc1nc(-c2ccccc2)cs1)NC(=O)NCc1ccco1 | 18µM* | -3% | ? | ? | -13% | 2% | 1 | -6% | -9% | -2% | 7%
COc1cccc(OC)c1C(=O)Nc1ccc(N2CCN(S(C)(=O)=O)CC2)cc1 | 20% | -4% | -11% | 24% | 0% | -4% | 1 | -4% | 9% | 6% | 6%

Reprinted from the listing (2 entries):
SMILES | ELG1 DNA repair | BRCA1 expr up | VP16 counter | RORgamma inh | FLuc modulator | NPC1 promoter act | TRPV1 ag | Tb PFK inh | ELG1 genotox | Rab9 promoter act | p53 reactivation
CC(/C=C/c1ccccc1)=N/NC(=O)CNC(=O)c1ccccc1F | 11% | -21% | 14% | -38% | 7% | -3% | 3 | -2% | ? | 1% | 1%
CCOc1cc2c(cc1OCC)CN(CC(=O)Nc1ccccc1C(=O)NC1CC1)CC2 | -27% | -3% | / | / | 3% | -2% | 1 | -3% | -2% | -3% | -4%
